# KCNK3 block: human KCNK3 channel inhibition, primary screen; actives 0.84% (n = 340,000); O14649; AID 602410; B-score at 10 µM; CHO-KCNK3 thallium flux, FluxOR fluorescence; hits give low values;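 active means B-score under library mean minus 4 SD, starting fluorescence ratio at most library mean plus 5 SD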;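 further: more negative B-score means stronger inhibition of thallium flux through KCNK3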
# Target sequence (O14649 whole entry, looked up): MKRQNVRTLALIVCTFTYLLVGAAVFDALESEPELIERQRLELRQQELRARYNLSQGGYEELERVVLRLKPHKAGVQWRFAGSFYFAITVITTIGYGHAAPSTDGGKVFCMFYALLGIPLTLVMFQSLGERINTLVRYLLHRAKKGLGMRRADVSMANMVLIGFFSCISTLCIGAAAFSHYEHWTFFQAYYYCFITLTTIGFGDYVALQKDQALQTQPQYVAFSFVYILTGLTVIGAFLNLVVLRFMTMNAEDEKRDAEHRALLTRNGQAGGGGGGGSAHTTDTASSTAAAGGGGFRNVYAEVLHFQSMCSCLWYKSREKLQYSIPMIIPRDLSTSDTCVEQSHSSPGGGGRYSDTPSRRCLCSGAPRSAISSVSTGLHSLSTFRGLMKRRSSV
# ANO1 activ: activators or potentiators of mouse TMEM16A chloride channel; Q8BHY3; HEK293 TMEM16A/YFP-H148Q/I152L, iodide quench fluorescence; hits give low values; B-score at 10 µM; actives 0.3% (n = 340,000); AID 623877;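 active means fluorescence-ratio B-score plate-corrected deviation score at least 3 library SD below zero, with starting fluorescence score within 5 deviations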;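 further: channel opened by trigger with iodide after compound preincubation; score built on the fluorescence ratio of max minus min over baseline; more negative score means more quench and so TMEM16A activation or potentiation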
# DYRK1A inh: Dyrk1A (rat) kinase inhibition; Q63470; ADP-Glo luminescence, NFATc1 peptide; inhibition, % at 12.5 µM; actives 0.43% (n = 310,000); AID 504441; in the data active means inhibition above about 50%;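 further: plate controls were vehicle with enzyme for no effect and no enzyme for full effect; many of its hits are not listed in these tables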
# HDAC3 inh: human HDAC3 inhibition. recombinant HDAC3, fluorogenic peptide/trypsin coupled, fluorescence. AID 2718. O15379. inhibition, % at 8.3 µM. actives 0.15% (n = 320,000); in the data active means inhibition above about 26%, passing the limit was not always enough
# Target sequence (O15379 whole entry, looked up): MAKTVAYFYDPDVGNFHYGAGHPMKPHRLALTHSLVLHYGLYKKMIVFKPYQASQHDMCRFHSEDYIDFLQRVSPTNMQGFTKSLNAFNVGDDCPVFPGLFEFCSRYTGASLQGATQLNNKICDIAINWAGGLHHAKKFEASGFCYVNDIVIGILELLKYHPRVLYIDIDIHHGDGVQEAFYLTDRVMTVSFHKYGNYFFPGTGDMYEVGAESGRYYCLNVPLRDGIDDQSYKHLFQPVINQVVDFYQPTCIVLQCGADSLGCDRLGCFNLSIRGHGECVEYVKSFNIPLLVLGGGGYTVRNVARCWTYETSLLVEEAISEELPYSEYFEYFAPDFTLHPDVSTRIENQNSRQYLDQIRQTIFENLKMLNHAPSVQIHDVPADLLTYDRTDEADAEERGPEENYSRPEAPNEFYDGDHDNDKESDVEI
# * hit, by the source's call; i = inactive; & = joins results of further samples.
# Order of values: KCNK3 block | ANO1 activ | DYRK1A inh | HDAC3 inh
> NS(=O)(=O)c1ccc(NC(=O)COC(=O)CCCN2C(=O)c3cccc4cccc(c34)C2=O)cc1
  i | i | 4 | 1
> CN(C(=O)c1ccc(NC(=O)Cc2cccc(NC(=O)C3CCCN(C(=O)CCc4ccccc4)C3)c2)cc1)C1CCCC1 (stereo not given)
  i | i | -2 | 4
> CCN(C(=O)COC(=O)c1cc(C)oc1C)c1c(N)n(Cc2ccccc2)c(=O)[nH]c1=O
  i | i | 4 | 8
> COc1ccc2c(c1)[C@H]1[C@H](CO2)[C@H](c2ccccc2)[C@]2(C)C(=O)N[C@H](C)C(=O)N12
  i | i | 2 | -9
> CC(C)(C)OC(=O)C[C@@H]1C/C=C\C[C@@H](CC(=O)NCCO)C(=O)NC[C@@H](c2ccccc2)OC1=O
  i | i | 10 | 6
> O=C(Nc1ccc(F)c(F)c1)C1CCN(S(=O)(=O)c2cccs2)CC1
  i | i | 0 | -8
> CCCCN(C(=O)C(C)N1C(=O)c2ccccc2C1=O)c1c(N)n(CCCC)c(=O)[nH]c1=O (stereo not given)
  i | i | -1 | -10
> Cc1cc(NC(=O)CSCC(=O)Nc2nc3ccccc3s2)no1
  i | i | 3 | 4
> COCCN(CC(=O)Nc1cccc(C)c1C)C(=O)c1oc2c(Cl)cccc2c1C
  i | i | -4 | 0
> CC(C)NC(=O)[C@]1(C)CCC[C@@]2(C)C3CC[C@@]4(C)C[C@]3(CCC21)CC4=O (stereo not given in full)
  i | i | 4 | -1
> CSCCC(NS(=O)(=O)c1ccccc1F)C(=O)NCc1cccs1 (stereo not given)
  i | i | -2 | 1
> COc1ccc(NC(=O)CSc2ncccn2)cc1S(=O)(=O)N1CCCCC1
  i | i | 0 | -5
> O=C(C[C@H]1C/C=C\C[C@H](NC(=O)OCC2c3ccccc3-c3ccccc32)C(=O)O[C@H](c2ccccc2)CNC1=O)N[C@H](CO)Cc1ccccc1
  i | i | 3 | 6
> C[C@H](CO)N1C[C@H](C)[C@@H](CN(C)Cc2ccc(Cl)c(Cl)c2)Oc2c(NS(=O)(=O)c3cn(C)cn3)cccc2C1=O
  i | i | 1 | 2
> Cc1cccc(N2N=C(C(=O)N3Cc4ccccc4CC3C(N)=O)CCC2=O)c1 (stereo not given)
  i | i | -1 | 0
> COc1ccc(NC(=O)COC(=O)C(NC(=O)c2ccc(C)cc2)C(C)C)cn1 (stereo not given)
  i | i | -1 | 1
> Cc1nnc(SCC(=O)c2c(N)n(C3CC3)c(=O)[nH]c2=O)n1-c1ccccc1
  i | i | 4 | 3
> C=CC[C@@H](CC(=O)OC(C)(C)C)C(=O)OC[C@H]1CCCN1C(=O)[C@@H](CC=C)CC(=O)N(CCO)Cc1ccccc1
  i | i | 8 | 16
> COc1cc(C#Cc2c(-c3ccccc3OC)oc3ccccc23)cc(OC)c1
  i | i | 1 | 2
> C[C@@H]1O[C@@H](Oc2c(-c3ccc(O)c(O)c3)oc3cc(O)cc(O)c3c2=O)[C@H](O)[C@H](O)[C@H]1O
  i | i | 12&46 | 13
> Cc1ccc(NC(=O)COC(=O)Cn2ccc(=O)[nH]c2=O)cc1C
  i | i | -6 | 0
> CC(C)(C)OC(=O)N1CCN(C(=O)c2[nH]cnc2C(=O)Nc2cccc(Cl)c2)CC1
  i | i | -13 | 3
> CN(C(=O)COc1ncnc2ccccc12)C1CCCCC1
  i | i | 3 | -5
> CCOc1ccc(OCCC(=O)OCC(=O)NC2CCCC2)cc1
  i | i | 8 | -5
> O=C(COC(=O)CCS(=O)(=O)c1ccc(F)cc1)NC1CCCCC1
  i | i | 3 | -3
> O=C(Nc1ccc(Cl)cc1)c1nc[nH]c1C(=O)NCc1ccccc1
  i | i | -2 | 4
> N#CCC(=O)Nc1ccc(C(=O)NNC(=O)CCN2CCN(c3ccccc3)CC2)cc1
  i | i | 1 | 4
> CCOc1ccc(NS(=O)(=O)c2cc(NC(=O)C3CC3)ccc2C)cc1Br
  i | i | -2 | 14
> CC1CCCC(C)N1C(=O)COC(=O)c1cccnc1Cl (stereo not given)
  i | i | 2 | 4
> Cc1ccc(NC(=O)CN(C)C(=O)C(Sc2ccccc2)c2ccccc2)cc1 (stereo not given)
  i | i | -4 | 8

# Full records as entered above:
# Results for CC(C)(C)OC(=O)N1CCN(C(=O)c2[nH]cnc2C(=O)Nc2cccc(Cl)c2)CC1 = KCNK3 block: i; ANO1 activ: i; DYRK1A inh: -13; HDAC3 inh: 3
# Results for CC1CCCC(C)N1C(=O)COC(=O)c1cccnc1Cl (stereo not given) = KCNK3 block: i; ANO1 activ: i; DYRK1A inh: 2; HDAC3 inh: 4

# Following part.
# Order of values: KCNK3 block | ANO1 activ | DYRK1A inh | HDAC3 inh
> Cc1noc(C)c1NC(=O)N(C)C[C@H]1Oc2ccc(NS(=O)(=O)c3c(C)noc3C)cc2C(=O)N([C@H](C)CO)C[C@@H]1C
  i | i | 0 | -8
> CCOC(=O)c1[nH]c(C)c(C(=O)OCC(=O)NC(C)c2ccc(F)cc2)c1C (stereo not given)
  i | i | -2 | -1
> CN(CCOc1ccc(Cl)cc1)C(=O)C1=CC=CN2CCS(=O)(=O)N=C12
  i | i | -1 | -3
> C[C@H](CO)N1C[C@H](C)[C@@H](CN(C)CC2CCCCC2)Oc2ccc(NC(=O)CCN3CCOCC3)cc2C1=O
  i | i | 0 | 4
> CC1CC(C)CN(C(=O)CSc2ncnc3sccc23)C1 (stereo not given)
  i | i | 4 | -2
> C[C@H]1CN([C@@H](C)CO)C(=O)Cc2cc(NC(=O)Cc3ccccc3)ccc2O[C@H]1CN(C)C(=O)Nc1cccc2ccccc12
  i | i | 2 | 0
> O=C(CNc1cccc(S(=O)(=O)N2CCCC2)c1)Nc1cccc(C(F)(F)F)c1
  i | i | 2 | 8
> O=C(NC(Cc1cccc(F)c1)C(=O)O)C1CCCCC1 (stereo not given)
  i | i | 4 | -4
> Cc1ccc(S(=O)(=O)NCCCNS(=O)(=O)c2ccc(C)cc2)cc1
  i | i | -5 | -10
> COc1cc2c(-c3ccc4cc[nH]c4c3)c(-c3ccsc3)oc(=O)c2cc1OC
  i | i | 2 | -4

# Given field by field: part of the list above
CN(CCOc1ccc(Cl)cc1)C(=O)C1=CC=CN2CCS(=O)(=O)N=C12
  KCNK3 block: i | ANO1 activ: i | DYRK1A inh: -1 | HDAC3 inh: -3
C[C@H](CO)N1C[C@H](C)[C@@H](CN(C)CC2CCCCC2)Oc2ccc(NC(=O)CCN3CCOCC3)cc2C1=O
  KCNK3 block: i | ANO1 activ: i | DYRK1A inh: 0 | HDAC3 inh: 4

# New compounds follow
# Order of values: KCNK3 block | ANO1 activ | DYRK1A inh | HDAC3 inh
> CN(C(=O)CSc1nc2sc3c(c2c(=O)n1C)CCC3)C1CCS(=O)(=O)C1 (stereo not given)
  i | i | 6 | -6
> COc1cc(NCc2ccccc2)c2ncn(Cc3ccccc3)c2c1
  i | i | 1 | 8
> Cc1cc(NC(=O)CN2C(=O)NC(c3ccccc3)(c3ccc(C)c(C)c3)C2=O)no1 (stereo not given)
  i | i | 3 | 7
> CSc1nc(N)nc2c1ncn2CC(=O)N[C@H](CO)Cc1c[nH]c2ccccc12
  i | i | -5 | 1
> COc1ccc(/C=C/C(=O)OCC(=O)NCc2ccccc2)cc1OC
  i | i | 2 | 6
> CCNc1nc(NCC)n2c(SCC(=O)Nc3ccccc3OC(F)F)nnc2n1
  i | i | 2 | 1
> N#Cc1ccc(NC(=S)NC(=O)C2CCCCC2)cc1
  i | i | 19 | 6
> CNc1snc(C)c1C(=O)OC(C)C(=O)c1ccc(F)cc1 (stereo not given)
  i | i | 0 | 2
> Cc1ccc(S(=O)(=O)N2CCN(C(=O)COc3ccc(Br)cc3)CC2)cc1
  i | i | -6 | 4
> CCOC(OCC)c1cc2ccccc2cn1
  i | i | -4 | 0

# Shown as labelled records: entries from further up.
COc1cc(NCc2ccccc2)c2ncn(Cc3ccccc3)c2c1
  KCNK3 block = i | ANO1 activ = i | DYRK1A inh = 1 | HDAC3 inh = 8

Cc1cc(NC(=O)CN2C(=O)NC(c3ccccc3)(c3ccc(C)c(C)c3)C2=O)no1 (stereo not given)
  KCNK3 block = i | ANO1 activ = i | DYRK1A inh = 3 | HDAC3 inh = 7

CSc1nc(N)nc2c1ncn2CC(=O)N[C@H](CO)Cc1c[nH]c2ccccc12
  KCNK3 block = i | ANO1 activ = i | DYRK1A inh = -5 | HDAC3 inh = 1

COc1ccc(/C=C/C(=O)OCC(=O)NCc2ccccc2)cc1OC
  KCNK3 block = i | ANO1 activ = i | DYRK1A inh = 2 | HDAC3 inh = 6

# (more compounds)
# Order of values: KCNK3 block | ANO1 activ | DYRK1A inh | HDAC3 inh
> COc1cc2c(cc1OC)CN(C(=O)c1ccc(Cl)c(S(=O)(=O)N3CCCC3)c1)CC2
  -8.7* | i | 4 | 13
> CC(C)(C)c1ccccc1NC(=O)CN1C(=O)NC2(CCCCCC2)C1=O
  i | i | 1 | -3
> COC(=O)c1c(-c2ccc(S(C)(=O)=O)cc2)sc2ccc(OC)cc12
  i | i | 51* | 3
> O=C(COC(=O)c1cc(S(=O)(=O)N2CCOCC2)ccc1F)NCc1ccc2c(c1)OCO2
  i | i | -4 | 5
> COc1ccc(CCNC(=O)c2cccc(S(=O)(=O)NC(C)c3ccccc3)c2)cc1 (stereo not given)
  i | i | -3 | 4
> C[C@@H]1CN([C@H](C)CO)C(=O)Cc2cc(NS(=O)(=O)c3ccc(F)cc3)ccc2O[C@H]1CN(C)Cc1ccc(C(=O)O)cc1
  i | i | -13 | -3
> C=CC[C@@H](CC(=O)N[C@H](CO)Cc1ccccc1)C(=O)NC[C@@H](OC(=O)[C@@H](CC=C)Cc1ccc(F)cc1)c1ccccc1
  i | i | 6 | 14
> O=C(COC(=O)CCC1CCCC1)Nc1ccccc1Br
  i | i | 4 | 6
> C[C@H](OC(=O)c1[nH]cnc1C(=O)N1CCN(C(=O)OC(C)(C)C)CC1)c1ccccc1
  i | i | 1 | -4
> COc1ccc(C(=O)c2nccc3cc(OC)c(OC)cc23)cc1OC
  i | i | 7 | 2
> CC(=O)C[C@@H](O)CC(=O)[C@@H]1OC(=O)[C@@H](C)C/C=C\Cc2ccccc21
  i | i | 3 | -3
> Cc1noc(C)c1NC(=O)N(C)C[C@@H]1Oc2c(NC(=O)c3ccncc3)cccc2C(=O)N([C@H](C)CO)C[C@@H]1C
  i | i | -2 | 7
> CCN1C(=NCc2cc(OC)c(OC)c(OC)c2)N[C@@H](c2ccccc2)C(C(=O)OC)=C1C
  i | i | 6 | 1
> CN(C(=O)CSc1nnnn1C)C1(C#N)CCCCC1
  i | i | -5 | 2
> CCOc1ccc(CCNC(=O)COC(=O)c2ccncc2)cc1OCC
  i | i | 10 | 1
> CC(Sc1ccccn1)C(=O)NC1CCCC1 (stereo not given)
  i | i | -7 | -2
> Cc1ccc(S(=O)(=O)N2CCOCC2)cc1NC(=O)COC(=O)C1(C)CC1(Cl)Cl (stereo not given)
  i | i | -6 | -2
> CC1CCCC(C)N1C(=O)COC(=O)c1cc(F)c(F)cc1Cl (stereo not given)
  i | i | 0 | 0
> O=C(CN1CCN(C(=O)c2cccc(-n3cnnn3)c2)CC1)Nc1ccccc1Cl
  i | i | 1 | 0
> Cc1ccc(N(C)S(=O)(=O)c2cccc(C(=O)OCC(=O)N3CCCC(C)C3)c2)cc1 (stereo not given)
  i | i | 2 | 2
> O=C1OC[C@@H]2CCCN2C(=O)[C@@H](CC(=O)N(CCO)Cc2ccccc2)C/C=C\CC[C@H]1Cc1ccc(F)cc1
  i | i | 12 | 5
> CC(=O)c1cccc(NC(=O)c2cc(-c3ccncc3)nc3ccccc23)c1
  i | i | 10 | -1
> O=C(Nc1nccs1)c1nc[nH]c1C(=O)NCc1ccccc1
  i | i | 14 | -1
> COc1ccccc1NC(=O)CSc1nccc(-c2ccco2)n1
  i | i | -1 | 0
> CC(C)(C)OC(=O)NCCCCCNC(=O)c1nc[nH]c1C(=O)NCc1ccc(CNC(=O)OC(C)(C)C)cc1
  i | i | 4 | 13

# Arranged by the number under HDAC3 inh (falling): some entries from above
Structure | KCNK3 block | ANO1 activ | DYRK1A inh | HDAC3 inh
O=C1OC[C@@H]2CCCN2C(=O)[C@@H](CC(=O)N(CCO)Cc2ccccc2)C/C=C\CC[C@H]1Cc1ccc(F)cc1 | i | i | 12 | 5
COc1ccccc1NC(=O)CSc1nccc(-c2ccco2)n1 | i | i | -1 | 0
O=C(Nc1nccs1)c1nc[nH]c1C(=O)NCc1ccccc1 | i | i | 14 | -1

# An excerpt, so the mix of outcomes need not match the whole.
